RGS4 pot: RGS4 potentiation or activation. HEK293 M3R/inducible RGS4, carbachol calcium flux Fluo4; active compounds read low. B-score at 10 µM. 310,000 tested, 0.92% active. AID 463111;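 active = B-score of the integrated calcium signal more than 4 SD below the library mean, with starting fluorescence not abnormally high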;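 note: negative B-score means reduced calcium response which marks RGS4 activation or potentiation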
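System: HEK293 FlpIn-TREx cells, stable M3R, doxycycline-inducible RGS4. Timing: overnight RGS4 induction, 30 min dye load 37 °C, 20 min compound RT. Also added: carbachol, ECmax concentration. Measured by: Fluo4 fluorescence kinetic imaging of calcium. Evaluation: integrated calcium ratio converted to B score.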
KCNK3 block: human KCNK3 channel inhibition, primary screen | O14649 | CHO-KCNK3 thallium flux, FluxOR fluorescence; active compounds read low | B-score at 10 µM | 340,000 tested, 0.84% active | AID 602410;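 active = B-score under library mean minus 4 SD, starting fluorescence ratio at most library mean plus 5 SD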;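 note: more negative B-score means stronger inhibition of thallium flux through KCNK3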
GSK3A inh: blocks human GSK-3 alpha kinase. 320,000 tested, 0.1% active. AID 2650. P49840. ADP-Glo luminescence, 60 min. inhibition, % at 10 µM;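 in the data active = inhibition above about 50%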;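 note: GST-tagged GSK-3 alpha with peptide substrate and 25 µM ATP; 0% = DMSO neutral wells and 100% = GW8510 positive control wells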
Target sequence (P49840 whole entry, looked up): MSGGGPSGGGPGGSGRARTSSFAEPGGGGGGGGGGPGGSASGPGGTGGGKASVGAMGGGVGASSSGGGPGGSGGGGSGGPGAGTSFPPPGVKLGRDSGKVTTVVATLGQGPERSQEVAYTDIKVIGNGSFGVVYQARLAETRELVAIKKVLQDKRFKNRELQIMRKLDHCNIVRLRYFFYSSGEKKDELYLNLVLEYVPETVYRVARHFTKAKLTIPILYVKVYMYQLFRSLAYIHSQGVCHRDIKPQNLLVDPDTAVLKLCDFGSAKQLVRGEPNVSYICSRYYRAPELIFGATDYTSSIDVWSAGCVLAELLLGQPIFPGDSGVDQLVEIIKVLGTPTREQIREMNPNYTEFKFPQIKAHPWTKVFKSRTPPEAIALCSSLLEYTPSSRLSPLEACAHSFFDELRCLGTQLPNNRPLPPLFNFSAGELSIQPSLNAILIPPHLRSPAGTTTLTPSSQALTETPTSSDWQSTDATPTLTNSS
Dyrk1A ADPGlo: blocks rat Dyrk1A kinase activity; ADP-Glo luminescence, NFATc1 peptide; 310,000 tested, 0.43% active; AID 504441; inhibition, % at 12.5 µM; in the data active = inhibition above about 50%;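 note: plate controls were vehicle with enzyme for no effect and no enzyme for full effect; many of its hits are not listed in these tables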
KCNQ1 inh: human KCNQ1 channel inhibition | P51787 | CHO-K1 KCNQ1, FluxOR thallium flux fluorescence; active compounds read high | B-score at 10 µM | 310,000 tested, 1.3% active | AID 2642;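 active = compounds whose thallium flux B-score, printed positive for inhibition, exceeds three library SD while starting fluorescence stays within three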;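 note: channel opened by potassium depolarization with thallium stimulus after 20 min compound exposure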
KCNQ1 act: potentiates or activates the human KCNQ1 potassium channel; P51787; CHO-K1 KCNQ1, thallium flux FluxOR fluorescence; active compounds read high; B-score at 10 µM; 310,000 tested, 0.35% active; AID 2648;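 active = fluorescence ratio B-score, a plate-corrected score, at least three library SD, with initial intensity B-score within 5 SD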
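Doses: Single concentration per compound, DMSO matched to controls | Test system: KCNQ1-transfected CHO-K1 cells | Timing: 90 min dye loading and 20 min compound exposure, both at room temperature | Measured by: Kinetic FluxOR thallium fluorescence, 10-s 1-Hz baseline, 110-s post-stimulus read | Medium: Assay buffer with matched DMSO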
hERG protect: hERG (human) protection from proarrhythmic block; Q12809; CHO-hERG, FluxOR thallium flux, dofetilide IC70 present; activation (rescue from dofetilide block), less the hit threshold, % at 10 µM; 310,000 tested, 0.51% active; AID 1511;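 active = activation above the mean of controls blocked by dofetilide plus 5 SD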;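 note: thallium influx through hERG after potassium depolarization seen as dye fluorescence rise; in these data hits start at about 4.7%; inactives centre near -7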
GSK3B inh: human GSK3beta kinase inhibition. activity score (negative = inhibition), % at 10 µM. 300,000 tested, 0.038% active. AID 2097. P49841. GST-GSK3beta kinase, ADP-Glo luminescence, 60 min; active compounds read low;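 active = more than half of replicate wells score below -50%, meaning over 50% inhibition versus plate controls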;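 note: 0% = median DMSO wells and -100% = median GW8510 positive control wells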
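Assay system: GST-tagged human GSK3beta kinase, cell-free; Input: 1.6 ng GSK3beta; Medium: Tris/MgCl2 kinase buffer; Timing: 60 min enzyme reaction, room temperature; Signal: ADP-Glo luminescence quantifying ADP generated by kinase; Evaluation: score relative to plate controls; Benchmarks: DMSO neutral wells and GW8510 at 20 µM as positive.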
RGS4 block: inhibitors of human RGS4 | P49798 | HEK293 M3R/RGS4 inducible, Fluo-4 calcium flux; active compounds read high; triggered by carbachol at its EC20 | B-score at 10 µM | 310,000 tested, 0.45% active | AID 463165;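 active = B-score, a plate-corrected calcium signal, over three deviations above library mean, with baseline fluorescence within five deviations of library mean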;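 note: RGS4 expression induced by doxycycline in cells with stable M3 receptor; B-score is computed from the integrated fluorescence ratio over baseline after carbachol; higher B-score means a larger calcium signal and so more RGS4 inhibition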
Target sequence (P49798 whole entry, looked up): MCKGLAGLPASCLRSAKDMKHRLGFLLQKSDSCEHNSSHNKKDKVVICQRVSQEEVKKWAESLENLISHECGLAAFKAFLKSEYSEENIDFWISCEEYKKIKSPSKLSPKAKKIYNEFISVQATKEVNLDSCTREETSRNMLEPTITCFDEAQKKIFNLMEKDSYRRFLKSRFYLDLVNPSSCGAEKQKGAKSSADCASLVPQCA
KCNK9 block: inhibitors of human KCNK9 two-pore domain potassium channel | 310,000 tested, 1.2% active | HEK293 KCNK9, FluxOR thallium flux fluorescence; active compounds read low | B-score at 10 µM | Q9NPC2;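 active = ratio B-score over 3 SD below the library mean, with starting fluorescence within 5 SD of its mean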;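 note: negative B-score means less thallium flux so channel inhibition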
Target sequence (Q9NPC2 whole entry, looked up, the tested form may be a part): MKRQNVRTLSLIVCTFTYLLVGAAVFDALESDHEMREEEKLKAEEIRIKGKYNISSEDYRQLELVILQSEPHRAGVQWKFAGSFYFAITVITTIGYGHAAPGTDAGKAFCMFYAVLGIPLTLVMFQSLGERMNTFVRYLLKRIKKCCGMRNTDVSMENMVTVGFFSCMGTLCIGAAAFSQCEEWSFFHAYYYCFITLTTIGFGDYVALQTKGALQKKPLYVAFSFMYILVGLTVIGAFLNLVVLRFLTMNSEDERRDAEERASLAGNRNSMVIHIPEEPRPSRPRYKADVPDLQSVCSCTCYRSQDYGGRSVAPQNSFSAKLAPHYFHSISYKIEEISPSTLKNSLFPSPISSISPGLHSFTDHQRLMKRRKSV
PolyA inhibitor: inhibitors of polyadenylation in S. cerevisiae | S. cerevisiae SKY197-pL101 polyadenylation reporter, beta-gal luminescence; efflux-impaired pdr1/pdr3 knockout yeast; score 100 = 6 SD above DMSO | 300,000 tested, 0.02% active | calls only at 12 µM;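 active = lowest replicate activity score at least 50, where 100 means six control SD above control mean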;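 note: yeast exposed to compound for 9 h at 30 °C; higher score means more reporter readthrough which indicates perturbed polyadenylation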
* hit, by the source's call; i = inactive; x = no result given. These rows are one share of the data; the hit share may differ from the screen's.

SMILES | RGS4 pot | KCNK3 block | GSK3A inh | Dyrk1A ADPGlo | KCNQ1 inh | KCNQ1 act | hERG protect | GSK3B inh | RGS4 block | KCNK9 block | PolyA inhibitor
O=C1S/C(=C\C=C\c2ccco2)C(=O)N1c1ccccc1 | i | i | 0.8 | 5.7 | i | i | -7.7 | 4.6 | i | i | i
Cc1ccc(C(=O)NCCc2ccc(F)cc2)s1 | i | i | -7.2 | x | i | i | -11.0 | -1.2 | i | i | i
CCN(CC)S(=O)(=O)c1cccc(C(=O)Nc2cc(C)on2)c1 | i | i | -3.0 | 2.8 | i | i | -8.5 | -0.3 | i | i | i
CN(C)S(=O)(=O)c1cccc(C(=O)OCC(=O)Nc2sccc2C#N)c1 | i | i | -4.6 | 0.9 | i | i | -2.0 | 2.9 | i | i | i
Clc1ccc(/C=C/c2nc(Cl)c(-c3ccc(Cl)cc3)c(Cl)n2)cc1 | i | i | -1.3 | 1.3 | i | i | -3.5 | -6.1 | i | i | i
O=C(CC(C(=O)N1CCc2ccccc21)n1ccnc1)NCc1ccccc1 (stereo not given) | i | i | 7.2 | -5.4 | i | i | -11.7 | 5.1 | i | i | i
COc1ccc(NC(=S)N2CCN(S(=O)(=O)c3ccccc3)CC2)cc1OC | i | i | 0.1 | -3.7 | i | i | -8.9 | 3.6 | i | i | i
CC(Oc1ccc(C#N)cc1)C(=O)c1ccc(F)c(F)c1 (stereo not given) | i | i | -1.9 | -11.9 | i | i | -14.3 | 2.7 | i | i | i
CCOc1ccccc1C1NC(=O)NC(C)=C1C(=O)OCc1ccccc1 (stereo not given) | i | i | 15.8 | x | i | i | -3.5 | -4.0 | i | i | i
CCOC(=O)Cc1csc(NC(=O)COc2ccc3c(C)cc(=O)oc3c2)n1 | i | i | -1.8 | -3.7 | i | i | -5.5 | 3.7 | i | i | i
O=C(NCc1ccccc1)c1nccnc1CO | i | i | -0.2 | -2.0 | i | i | -10.5 | 1.2 | i | i | i
Cc1cc(C)n2nc(SCC(=O)Nc3c(C)n(C)n(-c4ccccc4)c3=O)nc2n1 | i | i | -0.9 | -3.4 | i | i | -7.8 | -0.8 | i | i | i
Cc1nnc(NC(=O)c2ccc3c(c2)OCO3)s1 | i | i | 4.9 | -2.0 | i | i | -4.2 | -0.7 | i | i | i
COc1ccc(/C=C2/SC(=S)N(c3ccc(S(=O)(=O)Nc4nccs4)cc3)C2=O)cc1 | i | i | -2.2 | x | i | i | -15.7 | -1.9 | i | i | i
CC1(C)Cc2ccccc2C2=C(C(=O)N3CCCCCC3)C(=O)C(=O)N21 | i | i | -3.6 | 0.6 | i | i | -14.0 | 0.6 | i | i | x
O=C(CCn1c(=O)c2sccc2n(CC(=O)OCc2ccccc2)c1=O)NCc1ccco1 | i | i | -2.0 | -1.9 | i | i | -24.9 | -2.4 | i | i | i
O=C(O)C1CCN(C(=O)c2scc3c2OCCO3)CC1 | i | i | 0.6 | 4.5 | i | i | -11.8 | -0.5 | i | i | i
Cc1ccc(NCc2nnc(SCC(N)=O)n2CC2CCCO2)c(C)c1 (stereo not given) | i | i | -0.8 | -6.2 | i | i | -6.5 | -0.9 | i | i | i
O=C(CCN1CCN(C/C=C/c2ccccc2)CC1)Nc1ccccc1 | i | i | -5.1 | 4.4 | i | i | -12.1 | -0.6 | i | i | i
COC(=O)c1ccc(NC(=O)CN2CCN(S(=O)(=O)c3ccc(Br)cc3)CC2)cc1 | i | i | 1.5 | -10.8 | i | i | -10.3 | 2.6 | i | i | i
c1ccc(C(CN2CCOCC2)c2ccccc2)cc1 | i | i | -2.6 | 4.2 | i | i | -6.1 | 3.4 | i | i | i
CCC(=O)Nc1cccc(NC(=O)CSc2nnc(C3CC3)n2C)c1 | i | i | 0.6 | -0.3 | i | i | -2.0 | 1.5 | i | i | i
Clc1ccc(Cn2ncc3c(NCc4cccnc4)ncnc32)cc1 | i | i | -1.9 | -4.2 | i | i | -7.0 | -13.0 | i | i | i
CCOc1ccc(NC(=O)N2CC(C)OC(C)C2)cc1 (stereo not given) | i | i | -0.9 | -0.1 | i | i | -3.2 | -4.6 | i | i | i
NC(=O)C1CCN(C(=O)c2ccc(C(F)(F)F)cc2)CC1 | i | i | 0.2 | 3.8 | i | i | -0.1 | 0.9 | i | i | i
COc1ccc(C(=O)COC(=O)CCN2C(=O)C3C4C=CC(C5CC45)C3C2=O)cc1 (stereo not given) | i | i | 1.3 | 5.1 | i | i | -16.0 | -2.4 | i | i | i
COc1ccccc1-c1nnc(NC(=O)C(C)Sc2nncn2C)s1 (stereo not given) | i | i | 0.2 | 4.9 | i | i | -9.7 | 0.6 | i | i | i
CC(Oc1ccccc1)C(=O)Nc1oc(-c2ccco2)c(-c2ccco2)c1C#N (stereo not given) | i | i | -3.9 | -2.2 | i | i | -7.8 | 0.7 | i | i | i
COc1ccccc1-c1nnc(SCC(=O)O)n1C | i | i | -2.6 | -1.8 | i | i | -3.0 | -2.4 | i | i | i
C[C@@H]1CC[C@@]2(O[C@H](CCO)C[C@H](O)[C@H]2O)O1 | i | i | 2.5 | 2.2 | i | i | -3.4 | 2.1 | i | i | i
CC(C)Cn1c(CN2CCN(c3ccccc3F)CC2)nc2c1c(=O)[nH]c(=O)n2C | i | i | -0.4 | 0.8 | i | i | -10.7 | 1.2 | i | i | i
CCOC(=O)C[C@H]1c2ccccc2S(=O)(=O)N1C1CC1 | i | i | 0.3 | 1.3 | i | i | -3.8 | -3.0 | i | i | i
CCS(=O)(=O)c1ccc2c(c1)N(S(C)(=O)=O)CC(C(=O)NN)O2 (stereo not given) | i | i | 1.6 | -2.3 | i | i | -9.5 | 0.2 | i | i | x
O=C(COC(=O)c1cnccn1)NCCc1ccccc1 | i | i | 5.6 | 3.0 | i | i | -10.1 | -1.0 | i | i | i
CN(C)C(=O)Cn1nc(-c2ccccc2)c2ccccc2c1=O | i | i | -2.7 | 0.3 | i | i | -7.3 | -13.0 | i | i | i
Cc1cc(=O)[nH]c(SCC(=O)Nc2ccc(C)c(S(=O)(=O)N3CCCCC3)c2)n1 | i | i | 1.9 | 4.5 | i | i | -8.4 | 4.7 | i | i | i
CC(C)n1c(SCC(=O)N2CCCCC2)nc2c1c(=O)n(C)c(=O)n2C | i | i | 1.4 | -2.1 | i | i | -6.3 | x | i | i | i
CCOC(=O)c1ccc(S(=O)(=O)NNC(=O)c2ccc3c(c2)nc(C)n3CC)cc1 | i | i | 3.1 | 0.3 | i | i | -18.9 | -0.4 | i | i | i
CC(C)n1nc(C(=O)OCC(=O)c2c[nH]c3ccccc23)c2ccccc2c1=O | i | i | 0.3 | 7.6 | i | i | -11.2 | -3.2 | i | i | i
COc1ccc(NC(=O)CNC(=O)Cc2ccccc2)cc1 | i | i | -1.2 | x | i | i | -5.6 | -1.9 | i | i | i
COc1cc(NC(=O)Cc2ccccc2)cc(OC)c1 | i | i | -5.0 | -7.8 | i | i | -6.3 | -1.4 | i | i | i
CCCc1nn2c(=O)cc(CSCC(=O)Nc3cccc(OC)c3)nc2s1 | i | i | -1.6 | -10.1 | i | i | -6.5 | 2.5 | i | i | i
Clc1ccc(-c2nc3ccccn3c2CN2CCCCC2)cc1 | i | i | -2.5 | -59.7 | i | i | -4.0 | 2.2 | i | i | x
COCC(C)NC(C(=O)Nc1cccc(C(C)=O)c1)c1ccccc1 (stereo not given) | i | i | -1.9 | -1.4 | i | i | -8.2 | 1.8 | i | i | i
N#Cc1c(-c2ccc3c(c2)OCO3)csc1N | i | i | 2.1 | 49.9 | i | i | -16.8 | -0.6 | i | i | i
COCCCNC(=O)CCc1c(C)nc2c(-c3ccc(F)cc3)c(C)nn2c1C | i | i | -0.8 | -1.1 | i | i | -8.4 | -1.9 | i | i | i
Cc1ccc(C)c2c1[nH]c1ccc([N+](=O)[O-])cc12 | i | i | -0.5 | 29.1 | 8* | i | -6.5 | -1.7 | i | i | i
O=C1C2C(C(=O)N1/N=C/c1cccc([N+](=O)[O-])c1)C1C=CC2C12CC2 (stereo not given) | i | i | -0.2 | -0.3 | i | i | -4.7 | -1.9 | i | i | i
O=C(O)c1ccc(N2CC3CC(C2)c2cccc(=O)n2C3)c(NS(=O)(=O)c2cccc(C(F)(F)F)c2)c1 (stereo not given) | i | i | 1.9 | 0.2 | i | i | -16.3 | 0.9 | i | i | i
Cc1ccc(C(=O)COC(=O)COc2ccccc2C)cc1 | i | i | -4.1 | 4.1 | i | i | -11.8 | -4.8 | i | i | i
CCOc1ccc(CNc2ccc(CNc3ncn[nH]3)cc2)cc1 | i | i | -0.4 | 1.4 | i | i | -14.3 | -2.2 | i | i | i
COCCNC(=O)C1CCC(CNS(=O)(=O)c2ccccc2)CC1 (stereo not given) | i | i | -1.2 | -0.3 | i | i | -3.6 | -1.0 | i | i | i
Cc1cccc(NNC(=O)C(=O)NNc2cccc(C)c2)c1 | i | i | 1.3 | -5.5 | i | i | -5.9 | -8.2 | i | i | i
CN(C)CCN(C(=O)c1ccc2ccccc2c1)c1nc2c(F)cccc2s1 | i | i | 2.5 | -9.5 | i | i | -13.7 | -3.3 | i | i | i
CN(C)S(=O)(=O)c1cccc(NC(=O)COC(=O)c2ccc([N+](=O)[O-])o2)c1 | i | i | -2.1 | -0.5 | i | i | -1.9 | 1.7 | i | i | i
Cc1nnc(SCC2=C(C(=O)O)N3C(=O)C(NC(=O)Cn4nc(C(F)F)cc4C)C3SC2)s1 (stereo not given) | i | i | -0.2 | 5.7 | i | i | 1.9 | -0.6 | i | i | i
O=C(Cc1ccccc1)NCc1nc2ccccc2[nH]1 | i | i | 0.1 | x | i | i | -6.2 | 0.7 | i | i | i
O=C(NCc1ccccn1)C1CCN(S(=O)(=O)c2cc(Cl)ccc2Cl)CC1 | i | i | 5.2 | 1.3 | i | i | -6.8 | -0.6 | i | i | i
CNS(=O)(=O)c1cccc(C(=O)OCC(=O)N(CCC#N)c2ccccc2)c1 | i | i | 0.4 | -1.0 | i | i | 2.3 | -0.3 | i | i | i
CCCc1cc(=O)oc2cc(OCC(=O)Nc3ccc(CN4CCOCC4)cc3)c(Cl)cc12 | i | i | -0.9 | -0.6 | i | i | -9.9 | x | i | i | i

Screens (PubChem)
